Shn3 3UTR inh = reduction of Shn3 3'UTR firefly luciferase signal, primary screen, Schnurri-3 inhibitor project, cell-based, Clone20 osteoblasts, set 2. Clone20 osteoblast Shn3 3'UTR firefly luciferase, 24 h. hit rate 0.52% among 360,000. inhibition, % at 12.5 µM;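 active means mean inhibition of at least 75% with every replicate also reaching 75%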;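 further: 0% = median of neutral control wells and 100% = pilot-screen positive control compound; some compounds past the cut are filed as inactive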
Peg3 promoter = Peg3 promoter-driven luciferase inhibitors, primary screen, cell-based, HeLa, luciferase luminescence. HeLa PEG-Prom luciferase reporter, overnight. inhibition, % at 20 µM. hit rate 1.7% among 360,000. AID 588405, 2011;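 active means inhibition of at least 50% at 20 µM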
KKLEB tox = cytotoxicity in KKLEB CF airway cells, primary screen, cytotoxicity control for CF NF-kB inhibitor project, cell-based, uHTS, fluorescence assay plates; KKLEB CF airway cells viability, ATPlite luminescence, overnight; active compounds read low; cells stimulated with P. aeruginosa culture filtrate; activity change (cytotoxicity), % at 5 µM; hit rate 0.36% among 360,000; AID 602141, 2011;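 active means corrected activity change at or below -50% at 5 µM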
MITF TRPM1 inh = inhibitors of MITF-dependent TRPM1 promoter reporter, primary screen, cell-based, SK-MEL-5, single point, luciferase; SK-MEL-5 TRPM1 promoter luciferase, 24 h; inhibition, % at 12.5 µM; hit rate 0.83% among 330,000; AID 488899, 2010;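 active means mean inhibition across replicates of 60% or more, whatever share of single replicates reaches that level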; further: values of inactives mirror those of a sister screen read the other way
CF NFkB block = inhibitors of PAF-induced NF-kB signaling, primary screen, cell-based, GFP fluorescence, uHTS; KKLEB NF-kB-GFP reporter, GFP fluorescence overnight; inhibition, % at 5 µM; hit rate 0.86% among 360,000; AID 588850, 2011;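 active means at least 50% inhibition at 5 µM, scaled per plate between neutral and stimulator controls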;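 further: PAF is a Pseudomonas aeruginosa culture filtrate used as stimulus; plate controls were PAF-stimulated DMSO wells for no effect and unstimulated DMSO wells for full effect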
LMP1 NFkB inh = EBV LMP1-driven NF-kappaB luciferase reporter inhibitors, primary screen, cell-based, luminescence, single point; AID 504558, 2011; LMP1-induced NF-kappaB luciferase reporter cells; hit rate 0.69% among 350,000; inhibition, % at 12.5 µM; in the data active means inhibition above about 41%;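 further: 0% = neutral control wells and 100% = reference inhibitor control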
HIF-2a block = HIF-2a reporter inhibitors, primary screen, luminescence, 786-0 RCC cells | 786-0 RCC cells HIF-2a reporter, luciferase luminescence, overnight | hit rate 0.72% among 360,000 | AID 624352, 2012 | inhibition, % at 18.8 µM;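 active means inhibition of the luminescence signal of 40% or more relative to plate controls, in a single-dose primary screen at 18.75 µM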
NR2E3 ag-1 = inhibitors of NR2E3-RetCOR corepressor binding, primary screen, NR2E3 agonist project, biochemical, TR-FRET, GST-NR2E3, biotin-RetCOR | inhibition of corepressor binding, % at 4.78 µM | AID 2300, 2010 | 1536-well | hit rate 0.12% among 320,000;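 active means percent inhibition above the cutoff of mean plus 3 SD of all tested compounds, set per screening campaign, cut at about 20% in these data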;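 further: 0% = DMSO wells and 100% = biotin wells as full block of FRET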
Target sequence (Q9Y5X4 whole entry, looked up): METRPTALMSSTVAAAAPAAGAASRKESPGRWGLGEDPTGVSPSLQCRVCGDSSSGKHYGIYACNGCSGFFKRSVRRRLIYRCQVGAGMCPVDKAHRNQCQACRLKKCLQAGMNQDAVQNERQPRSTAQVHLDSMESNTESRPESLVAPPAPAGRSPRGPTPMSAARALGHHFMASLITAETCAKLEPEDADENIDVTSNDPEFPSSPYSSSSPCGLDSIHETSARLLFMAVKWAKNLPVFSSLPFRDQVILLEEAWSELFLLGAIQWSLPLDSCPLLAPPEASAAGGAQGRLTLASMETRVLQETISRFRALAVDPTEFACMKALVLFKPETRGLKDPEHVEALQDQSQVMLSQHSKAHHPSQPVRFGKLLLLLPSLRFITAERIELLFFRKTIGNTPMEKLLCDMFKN
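system = GST-tagged NR2E3 plus biotinylated RetCOR corepressor | input = 1.35 nM GST-NR2E3 | also added = 7 nM biotin-RetCOR | schedule = 5 h incubation at 4 °C | measured by = TR-FRET with europium anti-GST and streptavidin-D2, 340 nm excitation | read-out = percent loss of FRET ratio relative to control wells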
NR2E3 ag-2 = NR2E3 agonists in two-hybrid cells, primary screen, cell-based, luminescence, CHO-S, Gal4-NCOR/VP16-NR2E3; hit rate 0.35% among 360,000; inhibition of corepressor binding, % at 3.98 µM; luciferase; AID 602229, 2012; Photoreceptor-specific nuclear receptor (Homo sapiens), Q9Y5X4;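 active means inhibition above the mean of all tested compounds plus 3 SD, cut at about 70% in these data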;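 further: 0% = DMSO with NR2E3 transfected cells and 100% = cells lacking NR2E3 construct; higher means lower luciferase signal from less NR2E3 corepressor binding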
hiPSC survival = enhancers of single-cell hiPSC survival, primary screen, ATPlite luminescence | survival enhancement, % at 20 µM | hit rate 0.044% among 360,000 | 100% = ROCK inhibitor wells, 0% = DMSO; in the data active means survival enhancement above about 18%;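 further: cells exposed to compounds for 16 hours before the ATP read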
TRAIL sens C8 = viability loss with TRAIL in NB7+C8 cells, primary screen, TRAIL sensitizer project, cell-based, ATPlite luminescence | inhibition (viability loss, TRAIL sensitization), % at 10 µM | hit rate 1% among 360,000;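 active means compounds causing at least 50% loss of cell viability in the single-dose screen, relative to plate controls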
Numbers without * were called inactive; x = no result given; & = joins results of further samples.

#1 COCCCNC(=O)c1ccc(C(=O)NCCCOC)cc1
#2 O=C(CN1CCN(C(=O)c2ccco2)CC1)Nc1cccc(S(=O)(=O)N2CCCC2)c1
#3 COc1ccc(CN2C(=O)N(c3ccc(OC)cc3)C(=O)C2CC(=O)Nc2ccccc2)cc1 (centres undefined)
#4 CC(C)c1nc2oc3c(NCCO)ncnc3c2c2c1COC(C)(C)C2
#5 CSc1ncc(Cl)c(C(=O)Nc2cccc3ccccc23)n1
#6 CC(=O)c1c(C)n([O-])c2cc(C)ccc2[n+]1=O
#7 Cc1cccc(C)c1NC(=O)CNC(=O)c1ccc(N2CCCC2=O)cc1
#8 O=C(CNc1ccc2c(c1)OCO2)N/N=C\c1cn(Cc2ccccc2)c2ccccc12
assay / compound	1	2	3	4	5	6	7	8
TRAIL sens C8	-1	-3	16	-11	4	-2	-7	10
Peg3 promoter	15	-8	9	18	9	-5	3	47
HIF-2a block	8	7	-3	25	-1	23	14	-11
MITF TRPM1 inh	6	9	x	-1	9	0	-4	-4
LMP1 NFkB inh	6	1	-5	2	2	3	-2	10
CF NFkB block	21	-15	-7	11	10	-8	-36	5
NR2E3 ag-1	1	2	-4	-1	3	-1	3	1
Shn3 3UTR inh	-9	-17	-23	19	0	4	-15	-19
NR2E3 ag-2	-25	-14	-11	-10	-17	0	-34	-15
KKLEB tox	6	19	-4	-8	-5	-20	-6	-1
hiPSC survival	-3.8	0.5	0.2	-0.4	0.8	-3.3	-2.4	-0.2

#9 CCOC(=O)c1c(NC(=O)CSc2nccc(=O)[nH]2)sc(C)c1C
#10 Cc1cccnc1NC(=O)c1ccc(NS(=O)(=O)/C=C/c2ccccc2)cc1
#11 COC(=O)C1=C(C)NC2=C(C(=O)CCC2)C1c1ccc(-c2ccsc2C(=O)OC)o1 (centres undefined)
#12 O=C(Cc1cc(=O)oc2cc(O)ccc12)NC(Cc1ccc(Cl)cc1)C(=O)O (centres undefined)
#13 O=C(NCCCCc1ccccc1)C12CN(Cc3ccccc3)CC1C(c1ccc([N+](=O)[O-])cc1)=NO2 (centres undefined)
#14 CCNc1nc(NCC)n2c(SCC(=O)Nc3ccc(F)cc3)nnc2n1
#15 Cc1cc(-c2ccccc2)n2nc(C)c(-c3ccccc3)c2n1
#16 COCc1cccc(-c2csc(C(O)c3cccc(OC)c3)n2)c1 (centres undefined)
assay / compound	9	10	11	12	13	14	15	16
TRAIL sens C8	-11	3	-17	4	20	5	23	-20
Peg3 promoter	10	7	-8	18	3	7	-130	-13
HIF-2a block	11	6	9	27	-10	1	-147	-30
MITF TRPM1 inh	-18	3	-2	-4	5	1	-48	x
LMP1 NFkB inh	-1	1	13	5	10	0	-11	x
CF NFkB block	-8	20	-4	7	18	16	5	3
NR2E3 ag-1	0	0	3	-1	-2	5	-1	x
Shn3 3UTR inh	1	10	-1	5	21	-1	-8	0
NR2E3 ag-2	-5	3	15	-4	-21	4	-26	-13
KKLEB tox	5	4	-11	-5	-10	-5	-8	-7
hiPSC survival	-0.1	0.3	0.0	0.6	-2.0	-0.5	-0.7	0.9

#17 NCCCC[C@H]1CNC(=O)C(=O)N1CCc1cccc2ccccc12
#18 O=C(NCc1csc(-c2cccs2)n1)c1cccc(Cl)c1
#19 CCOC(=O)C1CCN(S(=O)(=O)c2cccc(-c3cn4cccnc4n3)c2)CC1
#20 O=C1CCCN1C(=O)COc1cc(F)ccc1[N+](=O)[O-]
#21 O=C(Nc1nnc(S(=O)(=O)N2CCCC2)s1)c1ccccc1Cl
#22 CC(C)COCC1CC2(CC(C)(c3csc(N)n3)OC2=O)C(=O)O1 (centres undefined)
#23 CS(=O)(=O)N(Cc1ccc(C(=O)NCc2ccco2)cc1)c1ccccc1
#24 COc1cccc(NC(=S)NC(Cc2ccccc2)c2ccccc2)c1 (centres undefined)
assay / compound	17	18	19	20	21	22	23	24
TRAIL sens C8	-6	9	5	-13	-12	-7	-1	3
Peg3 promoter	5	-44	18	5	4	-16	10	33
HIF-2a block	4	-57	14	-1	-14	8	11	18
MITF TRPM1 inh	3	-6	17	-3	0	11	0	x
LMP1 NFkB inh	0	10	5	-4	-4	-6	3	8
CF NFkB block	-18	5	-18	23	0	13	-11	21
NR2E3 ag-1	-1	2	0	2	8	x	-2	x
Shn3 3UTR inh	-13	-13	31	-6	8	-4&5	7	1
NR2E3 ag-2	-16	-3	5	-2	0	-18	6	-25
KKLEB tox	-8	-1	2	-5	7	-6	1	-4
hiPSC survival	-3.2	-0.5	0.0	-0.4	2.9	8.7	1.5	2.2

#25 O=C1C=C(c2ccc(C(=O)O)cc2)C[C@@H](c2ccc(F)cc2)C1
#26 COc1cc(/C=N/NC(=O)CSc2n[nH]c(=O)[nH]c2=O)cc(OC)c1O
#27 CC(C)NC(=O)COc1ccc(OCc2ccccc2)cc1
#28 COc1ccccc1CCC(=O)Nc1ccc(S(=O)(=O)Nc2nccs2)cc1
#29 Cc1ccc(S(=O)(=O)c2nc(NCCCn3ccnc3)sc2Cl)cc1
#30 O=C(CNC(=S)N(CCCN1CCOCC1)Cc1cccs1)N1CCOCC1
#31 Cc1ccccc1S(=O)(=O)N1[C@@H](c2ccc(Cl)cc2)C(C(=O)O)=CC[C@H]1c1ccc(Cl)cc1
#32 O=Cc1cc(-c2ccccc2)[nH]c1-c1ccccc1
assay / compound	25	26	27	28	29	30	31	32
TRAIL sens C8	2	-1	-1	-4	-2	2	5	13
Peg3 promoter	-245	-1	-23	4	23	20	19	-58
HIF-2a block	-226	16	-46	14	12	21	8	-110
MITF TRPM1 inh	-55	-2	0	-2	-1	-3	-2	-31
LMP1 NFkB inh	-7	0	1	3	-22	-1	-5	0
CF NFkB block	1	-5	16	-7	0	6	16	7
NR2E3 ag-1	x	0	0	-1	-1	2	x	3
Shn3 3UTR inh	-17	-9	-2	-57	20	-1	-6	-19
NR2E3 ag-2	-107	-12	-7	-21	-11	-10	65	-53
KKLEB tox	-19	-6	13	23	-2	5	-4	-11
hiPSC survival	3.1	-2.3	-0.3	0.4	1.2	1.3	4.1	0.2

#33 CCOc1ccc(C(C)=O)cc1CN1C(=O)c2ccccc2S1(=O)=O
#34 CC1(C)CC(=O)C(C=NCCCN2CCCC2=O)=C(O)C1
#35 COc1ccc(NC(=O)CCC2COc3ccccc3O2)c(OC)c1 (centres undefined)
#36 COc1cccc(NC(=O)CSc2nc3ccccc3c(=O)n2CCCC(=O)NCCCN2CCOCC2)c1
#37 Cc1cccc2sc(NC(=O)CN3C(=O)NC4(CCCC4)C3=O)nc12
#38 Cc1cccc(C(=O)Oc2ccccc2C(=O)N2CCOCC2)c1
#39 Cc1ccc(NC(=S)N(CCN(C)C)C(C)c2cccnc2)cc1 (centres undefined)
#40 CC1C(=O)CC2C3(C)CCC2(C(C)C(=O)O)C(=O)C13 (centres undefined)
#41 Clc1c(Cl)c(Cl)c2n[nH]nc2c1Cl
assay / compound	33	34	35	36	37	38	39	40	41
TRAIL sens C8	1	-24	7	-21	0	26	-6	-10	2
Peg3 promoter	17	2	-4	17	12	6	10	15	15
HIF-2a block	11	-1	-30	6	1	16	10	9	8
MITF TRPM1 inh	-3	4	-7	-9	5	-1	-11	x	5
LMP1 NFkB inh	-4	-14	1	-4	2	7	1	x	-1
CF NFkB block	-9	-4	-9	-6	16	-10	6	-15	39
NR2E3 ag-1	0	0	0	0	6	1	0	x	-4
Shn3 3UTR inh	14	17	0	16	-8	15	9	3	7
NR2E3 ag-2	-25	-12	12	-12	-23	-7	1	-14	64
KKLEB tox	-9	-5	6	5	-13	-4	-1	-8	-7
hiPSC survival	0.1	-0.8	-1.9	-1.0	-0.3	-0.6	0.2	-1.0	-0.3

Of the compounds above, 7 have an aryl methoxy group:
#3 COc1ccc(CN2C(=O)N(c3ccc(OC)cc3)C(=O)C2CC(=O)Nc2ccccc2)cc1 (centres undefined)
#16 COCc1cccc(-c2csc(C(O)c3cccc(OC)c3)n2)c1 (centres undefined)
#24 COc1cccc(NC(=S)NC(Cc2ccccc2)c2ccccc2)c1 (centres undefined)
#26 COc1cc(/C=N/NC(=O)CSc2n[nH]c(=O)[nH]c2=O)cc(OC)c1O
#28 COc1ccccc1CCC(=O)Nc1ccc(S(=O)(=O)Nc2nccs2)cc1
#35 COc1ccc(NC(=O)CCC2COc3ccccc3O2)c(OC)c1 (centres undefined)
#36 COc1cccc(NC(=O)CSc2nc3ccccc3c(=O)n2CCCC(=O)NCCCN2CCOCC2)c1
assay / compound	3	16	24	26	28	35	36
TRAIL sens C8	16	-20	3	-1	-4	7	-21
Peg3 promoter	9	-13	33	-1	4	-4	17
HIF-2a block	-3	-30	18	16	14	-30	6
MITF TRPM1 inh	x	x	x	-2	-2	-7	-9
LMP1 NFkB inh	-5	x	8	0	3	1	-4
CF NFkB block	-7	3	21	-5	-7	-9	-6
NR2E3 ag-1	-4	x	x	0	-1	0	0
Shn3 3UTR inh	-23	0	1	-9	-57	0	16
NR2E3 ag-2	-11	-13	-25	-12	-21	12	-12
KKLEB tox	-4	-7	-4	-6	23	6	5
hiPSC survival	0.2	0.9	2.2	-2.3	0.4	-1.9	-1.0

Only part of the results is shown; rates above refer to the full screens.
